# GIRK2 activator – activators of NPY4-receptor-primed GIRK2 channels, summary, cell-based, HEK293, thallium flux; G protein-activated inward rectifier potassium channel 2 (Homo sapiens), P48051; HEK293 GIRK2/NPY4 cells, thallium flux fluorescence; activation (% efficacy), % for hits at 37.5 µM; 34,000 tested, under 10 active; AID 1259324, 2017;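 active means primary screen hit, no activity in plain HEK293 cells, and in GIRK2-only cells above 5% efficacy rising with concentration; inactive means the rest, including fluorescent compounds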;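 further: efficacy is normalized control-subtracted fluorescence 15 s after thallium addition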
# Target sequence (P48051 whole entry, looked up): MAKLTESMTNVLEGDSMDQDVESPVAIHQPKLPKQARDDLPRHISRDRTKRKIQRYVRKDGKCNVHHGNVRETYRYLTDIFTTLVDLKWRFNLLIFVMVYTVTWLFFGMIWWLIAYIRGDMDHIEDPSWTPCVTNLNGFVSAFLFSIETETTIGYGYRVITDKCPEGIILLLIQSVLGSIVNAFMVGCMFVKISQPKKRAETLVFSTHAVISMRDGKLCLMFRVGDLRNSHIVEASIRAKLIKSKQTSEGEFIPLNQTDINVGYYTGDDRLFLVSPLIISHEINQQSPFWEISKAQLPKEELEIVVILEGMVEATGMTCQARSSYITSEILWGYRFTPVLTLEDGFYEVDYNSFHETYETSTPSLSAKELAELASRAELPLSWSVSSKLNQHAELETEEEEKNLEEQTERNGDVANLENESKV
# Calls only; i = inactive.
SMILES	GIRK2 activator
C=CCNc1oc(-c2ccc(S(=O)(=O)N(C)Cc3ccccc3)cc2)nc1C#N	i
COc1ccccc1NC(=O)c1ccc(=O)n(Cc2ccc(F)cc2)c1	i
Cn1nc(C2CCCN(C(=O)c3cc4ccccc4oc3=O)C2)n(-c2ccccc2)c1=O (stereo not given)	i
O=C(NC1CCCC(O)C1)NC(c1ccccc1)c1ccccc1 (stereo not given)	i
O=S(=O)(c1ccc(Cl)s1)N1CCN(c2ccc3nncn3n2)CC1	i
COc1ccc(NC(=O)C(=O)NCC2CCN(Cc3ccco3)CC2)cc1Cl	i
COc1ccccc1C(=O)NCCNc1ccc(Nc2cccc(C)n2)nn1	i
COc1ccccc1-c1ccc(N2CCC(C(=O)N3CCc4ccccc43)CC2)nn1	i
Cc1ccc(C)c(S(=O)(=O)N2CCN(Cc3ccc4c(c3)OCO4)CC2)c1	i
CCOc1ccc(NC(=O)CSc2nnnn2-c2ccccc2CC)cc1	i
N#Cc1ccc(Cl)cc1NC(=O)C(=O)NCC1CCN(C(=O)Oc2ccccc2)CC1	i
COc1ccc2nc(-c3cccc(NS(=O)(=O)c4cc(C)c(C)cc4OC)c3)cn2n1	i
CCOc1ccc(S(=O)(=O)NCC(O)c2cccn2C)cc1C (stereo not given)	i
COC(=O)Cn1c(=NC(=O)c2ccnn2C)sc2cc(C(C)C)ccc21	i
NC(=O)c1ccc(NC(=O)C(=O)NCCc2ccc(Cl)cc2)cc1	i
O=C(Nc1sccc1-c1nc2ccccc2s1)c1cccc(N2C(=O)CCC2=O)c1	i
COc1ccccc1NC(=O)NCc1cnn2ccccc12	i
O=C(NCCOc1ccccc1)C1CCCN(c2cc(-n3cccn3)ncn2)C1 (stereo not given)	i
CC(C)(C)n1nc2c(c1-n1cccc1)CN(C(=O)/C=C/c1ccc3c(c1)OCO3)C2	i
CC(C)(C)c1cc(NC(=O)COc2ccccc2F)n(CCO)n1	i
CCC(C(=O)N1CC(c2nc(C)no2)C1)c1ccccc1 (stereo not given)	i
O=C(CS(=O)(=O)Cc1ccccc1)Nc1nc(-c2ccc3c(c2)OCO3)cs1	i
O=C(Cc1csc(SCC(=O)c2cccs2)n1)NCCc1ccccc1	i
O=C(CN1CC(c2nc(-c3ccsc3)no2)C1)N1CCN(c2ccc(Cl)cc2)CC1	i
COc1cc(OC)c(NC(=O)CSc2ncc(-c3ccc(F)cc3)o2)cc1Cl	i
Cc1c(C(=O)N2CCCCCC2)c(C(F)(F)F)nn1C1CCCN(C)C1 (stereo not given)	i
COc1cccc(-n2nnnc2SCC(=O)Nc2sc3c(c2C#N)CCCC3)c1	i
Cc1ccc(C(=O)NCCN2CCOCC2)cc1S(=O)(=O)N1CCCCC1	i
COc1ccccc1CNC(=O)C(=O)NCC(O)c1ccsc1 (stereo not given)	i
O=C(Nc1ccccc1Cl)c1ccc(=O)n(Cc2cccc(F)c2)c1	i
O=S(=O)(c1ccccc1F)N1CCN(c2ccc(Cl)c(Cl)c2)CC1	i
COCC(=O)NCCOc1ccc2nnc(-c3ccccc3)n2n1	i
CSc1ncccc1C(=O)N1CCC(CNC(=O)c2cccn(C)c2=O)CC1	i
O=C(CCCn1nc(-c2ccco2)ccc1=O)N(Cc1ccccc1)c1ccccc1	i
Cc1cc(=O)[nH]c2cc(NC(=O)c3cnccn3)ccc12	i
Cc1ccccc1OCC(=O)NCCS(=O)(=O)N1CCN(c2ncccn2)CC1	i
Cn1nc(-c2ccc(NC(=O)CC3CCCCC3)cc2)ccc1=O	i
Cc1ccc(NS(=O)(=O)c2ccc(F)cc2)cc1N1CCCCC1=O	i
Cc1cc(C)c(NC(=O)Cn2nc3n(c(=O)c2=O)CCN3c2ccccc2)c(C)c1	i
CCOCCCNC(=O)C(=O)NCc1cccs1	i
COc1cc(NC(=O)CS(=O)(=O)c2cccs2)cc(OC)c1	i
CSc1ncccc1C(=O)N1CCC(CNS(=O)(=O)c2cc(C)c(C)cc2C)CC1	i
O=C(Cc1cccs1)NCC(O)(c1ccccc1)C(F)(F)F (stereo not given)	i
CCn1ccc(C(=O)Nc2ccc3c(c2)C(=O)NC3=O)n1	i
Cc1onc(-c2ccccc2Cl)c1C(=O)N1CCN(Cc2nnnn2-c2ccc(F)c(F)c2)CC1	i
O=C(c1cnccn1)N1CCN(Cc2nc(-c3ccc(Cl)cc3)cs2)CC1	i
COc1cc(NC(=O)Cn2ccc3ccn(Cc4ccccc4)c3c2=O)cc(OC)c1	i
O=C(CS(=O)(=O)Cc1ccccc1)Nc1nc(-c2cc([N+](=O)[O-])cs2)cs1	i

# Compounds shown so far with two or more sulfur atoms (eight):
SMILES	GIRK2 activator
O=S(=O)(c1ccc(Cl)s1)N1CCN(c2ccc3nncn3n2)CC1	i
O=C(Nc1sccc1-c1nc2ccccc2s1)c1cccc(N2C(=O)CCC2=O)c1	i
O=C(CS(=O)(=O)Cc1ccccc1)Nc1nc(-c2ccc3c(c2)OCO3)cs1	i
O=C(Cc1csc(SCC(=O)c2cccs2)n1)NCCc1ccccc1	i
COc1cccc(-n2nnnc2SCC(=O)Nc2sc3c(c2C#N)CCCC3)c1	i
COc1cc(NC(=O)CS(=O)(=O)c2cccs2)cc(OC)c1	i
CSc1ncccc1C(=O)N1CCC(CNS(=O)(=O)c2cc(C)c(C)cc2C)CC1	i
O=C(CS(=O)(=O)Cc1ccccc1)Nc1nc(-c2cc([N+](=O)[O-])cs2)cs1	i

# Continuation.
SMILES	GIRK2 activator
O=C(NCc1cccs1)C(=O)NCC1CCN(c2ccccn2)CC1	i
CSc1ncccc1C(=O)N1CCC(CNC(=O)C(C)(C)Oc2ccc(Cl)cc2)CC1	i
Cc1nc(NCC2CCCO2)nc(Nc2ccc(F)cc2)c1[N+](=O)[O-] (stereo not given)	i
O=C(Nc1ccc2c(c1)OCCO2)c1cc(=O)c(OCc2ccccc2)co1	i
O=S(=O)(NCc1cnn2ccccc12)c1c(F)cccc1F	i
COc1cccc(CN2C(=O)N(c3cc(F)ccc3F)S(=O)(=O)c3ccccc32)c1	i
CC(=O)Nc1cccc(NS(=O)(=O)c2ccc(N3C(=O)CCS3(=O)=O)cc2)c1	i
O=S1(=O)CCCCN1c1ccc(S(=O)(=O)N2CCC(c3cccs3)CC2)cc1	i
CNc1nn(CC(=O)Nc2ccc(Br)cc2)c(N)c1-c1nc(-c2ccccc2C)no1	i
CC1CCc2c(sc(NC(=O)c3ccc(S(=O)(=O)C(C)C)cc3)c2C(N)=O)C1 (stereo not given)	i
CC(C)(C)NC(=O)N1CCC(CNC(=O)CSc2ccc(F)cc2)CC1	i
CCOc1cccc2cc(C(=O)N(C)C)c(=O)oc12	i
O=C(CN1C(=O)CCC1=O)N1CCN(Cc2nc3ccccc3[nH]2)CC1	i
O=C(CSc1ccc(F)cc1)NCC(O)(c1cccs1)C1CC1 (stereo not given)	i
O=c1c2c3c(sc2ncn1/N=C\c1cccnc1)CCC3	i
Cn1c(=O)[nH]c(=O)c2c1nc(NCCc1ccccc1)n2CC(=O)c1ccccc1	i
COC(=O)c1ccc2c(=O)n(CCN(Cc3ccco3)C(C)C)c(=S)[nH]c2c1	i
Cn1cccc(C(=O)NCCCn2cccc2)c1=O	i
CN(C)CCCN1C(=O)C(=O)C(=C(O)c2ccccc2)C1c1ccccn1 (stereo not given)	i
COc1ccc(-c2nc(CSc3n[nH]c(=O)c4cc(-c5ccco5)nn34)c(C)o2)c(OC)c1	i
O=C(Nc1cccc([N+](=O)[O-])c1)c1ccc2nccnc2c1	i
O=C(NCC1(c2cccs2)CCCC1)C(=O)Nc1ccc(OC(F)(F)F)cc1	i
COc1ccc(C2Cc3cc(C(=O)Nc4ncc(Cc5ccc(F)cc5)s4)ccc3C(=O)O2)cc1 (stereo not given)	i
Cn1nnc2c(N(CCc3ccccc3)Cc3ccccc3)ncnc21	i
COc1cccc(CNC(=O)CN2CCN(Cc3ccc(F)cc3Cl)S2(=O)=O)c1	i
O=C(Nc1nnc(-c2cccnc2)o1)C1CCN(S(=O)(=O)c2cccs2)CC1	i
C=CCN=C1NC(=O)C(CC(=O)Nc2ccc(Br)cc2)S1 (stereo not given)	i
COCCn1nnn(-c2ccc(NS(=O)(=O)c3ccc(C(F)(F)F)cc3)cc2)c1=O	i
O=C(Cc1ccccc1)NCCn1ncc2c(N3CCCC3)ncnc21	i
Cc1cc(NC(=O)C(=O)c2c(C)[nH]c3ccccc23)n(-c2nc(-c3ccc4c(c3)OCO4)cs2)n1	i
Cc1nnc(SC(C(=O)O)c2ccccc2)c2ccccc12 (stereo not given)	i
c1ccc(-c2ccc(SCc3nc(-c4cccs4)no3)nn2)cc1	i
Cc1c(C)n2c3c(=O)n(CC(=O)C(C)(C)C)c(=O)n(C)c3nc2n1C(C)C	i
COc1ccc(/C=C2\Oc3c4c(cc(C)c3C2=O)OCN(C2CC2)C4)cc1OC	i
COc1ccccc1C(c1c(O)cc(C)[nH]c1=O)c1c(O)cc(C)[nH]c1=O	i
COc1ccccc1CCNC(=O)Cc1cc(-c2ccc3c(c2)OCO3)on1	i
O=C(CCCS(=O)(=O)c1ccccc1)Nc1cccc([N+](=O)[O-])c1	i
Cc1cc(C)n(CCN2CCN(C(=O)c3ccc(Br)o3)CC2)n1	i
CN(CCC#N)C(=O)CCn1cnc2c(cnn2C(C)(C)C)c1=O	i
CC(C)c1cccc2sc(N3CCN(C(=O)c4ccn(C)n4)CC3)nc12	i
Cc1ccc(C(CNC(=O)c2cccc(C(F)(F)F)c2)N2CCOCC2)cc1 (stereo not given)	i
Cc1nccn1-c1cc(N2CCN(S(=O)(=O)c3cccc(Cl)c3)CC2)ncn1	i
CCOc1ccc2ccccc2c1C(=O)NCC1CCN(c2ccccn2)CC1	i
CC(C)(C)n1ncc2c(=O)n(NC(=O)c3cc([N+](=O)[O-])ccc3Cl)cnc21	i
O=C(Nc1nnc(CCS(=O)(=O)c2ccccc2)o1)c1ccc(F)cc1	i
Cc1cc(C)cc(C(=O)NCCCn2nc(-c3cccs3)ccc2=O)c1	i
O=C(NCCS(=O)(=O)N1CCN(c2ccccn2)CC1)c1c(F)cccc1Cl	i
CC(=O)c1ccc(NC(=O)c2c[nH]c3c(Cl)cccc3c2=O)cc1	i
CCc1ccc(-c2cc3c(SCC(=O)Nc4cc(OC)ccc4OC)nccn3n2)cc1	i
COc1ccc(OC)c(COCC(O)CN2C(C)CCCC2C)c1 (stereo not given)	i
CSCCC(C)(O)CNC(=O)/C=C/c1ccccc1Cl (stereo not given)	i
CS(=O)(=O)c1ccc2nc(N(CCc3cccs3)C(=O)Cc3ccc(F)cc3)sc2c1	i
CCCNC(=O)c1ccc(Cn2c(SCC(=O)Nc3ccccc3)nc3ccccc3c2=O)cc1	i
O=C(Nn1cnc2c(cnn2-c2ccccc2)c1=O)c1cc([N+](=O)[O-])ccc1Cl	i
Cc1ccc(-n2nc3c(c2NC(=O)C(=O)NCC2CCCO2)CSC3)c(C)c1 (stereo not given)	i
Cc1ccc(C(=O)NC2CNC(=O)C2)cc1C (stereo not given)	i

# Further records.
SMILES	GIRK2 activator
COc1ccc(OC)c(NC(=O)CCN2C(=O)c3ccccc3S2(=O)=O)c1	i
CC(C(=O)NCc1ccc2c(c1)OCO2)n1nnc2ccccc2c1=O (stereo not given)	i
Cc1noc(CNC(=O)COc2ccccc2)n1	i
O=C(NCCc1ccsc1)c1ccc(F)c(F)c1	i
CCOc1ccc(-c2ccc(=O)n(CC(=O)Nc3ccc(C)c(Cl)c3)n2)cc1	i
COc1ccc(NC(=O)CSc2ncnc3c2[nH]c2ccc(F)cc23)c(OC)c1	i
CCOC(=O)N1CCN(S(=O)(=O)c2ccc(OC)c(C)c2C)CC1	i
COc1cccc(OCC(O)CN2C(C)(C)CC(O)CC2(C)C)c1 (stereo not given)	i
O=C(NCc1cccc2ccccc12)Nc1ccc2c(c1)N(C(=O)C1CCCC1)CC2	i
CCc1nnc(-c2ccc(NC(=O)c3ccc(S(=O)(=O)N4CCCC4)cc3)cc2)o1	i
CC(C)C(=O)Nc1ccc(S(=O)(=O)NCC2CCN(Cc3ccsc3)CC2)cc1	i
O=C(CCCn1nc(-c2ccc(F)cc2)ccc1=O)N1CCc2ccccc21	i
CNC(=O)c1cccc(-c2noc(C3CN(S(=O)(=O)c4ccc(C)s4)C3)n2)c1	i
Nc1sc(SCC(=O)Nc2cccc(F)c2)nc1-c1ccccc1	i
O=C(Nc1ccc(C(F)(F)F)cc1)c1ccc(S(=O)(=O)NCCc2ccccc2)o1	i
Cc1cc(NC(=O)c2ccc(S(=O)(=O)N3CC(C)OC(C)C3)cc2)n(C(C)C)n1 (stereo not given)	i
O=C(NCCn1ncc2c(=O)n(Cc3ccccc3F)cnc21)C1CCCCC1	i
Cc1ccc(NC(=O)c2ccc(=O)n(Cc3ccccc3F)c2)c(C)c1	i
O=C(Nc1nc(CCC(=O)N2CCN(c3ccccn3)CC2)cs1)c1ccccc1	i
O=C(NCCCn1ncccc1=O)c1csc(-c2ccccc2)n1	i
CCCCC(=O)NCCOc1ccc2nnc(-c3ccc(F)cc3)n2n1	i
Cn1ccnc1N1CCN(CC(=O)NCc2ccccc2)CC1	i
O=C(NCCOc1ccc(-c2ccco2)nn1)C(c1ccccc1)c1ccccc1	i
Fc1ccc(N2CCN(c3nnnc4c3cnn4-c3ccccc3)CC2)cc1	i
O=C(c1ccco1)N1CCN(c2ccc(-c3ccc4c(c3)OCO4)nn2)CC1	i
Nc1c(C(=O)OCC2CCCO2)c2nc3ccccc3nc2n1C1CCCC1 (stereo not given)	i

# Compound activity from PubChem BioAssay.

# A portion of the library. The share of hits here may be higher or lower than overall.
